Screening data: PubChem BioAssay, several laboratories
HER2 expr 66K: inhibitors of human Her2 kinase expression. SKBR-3 HER2 protein level, AlphaScreen, 18-24 h; stronger effect = lower value. HER2 level % of control, % at 10 µM. 65,000 tested, 0.69% active. AID 645;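 active = HER2 level under 5% of the carrier-only control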;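 note: 100% = DMSO carrier and 0% = 500 nM PU-H71 HSP90 inhibitor; lower value means stronger loss of Her2 protein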
PKA kinase inh: blocks human protein kinase A activity | P17612 | PKA Kemptide phosphorylation, Kinase-Glo ATP luminescence | inhibition, % at 6 µM | 65,000 tested, 0.1% active;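 active = inhibition above the screen-wide mean inhibition plus 3 SD, cut at about 21% in these data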; note: many of its hits are not listed in these tables
Cdc25B block: inhibitors of human Cdc25B phosphatase | P30305 | recombinant Cdc25B, OMFP fluorescence Ex485/Em525 | inhibition, %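 (compounds tested at 10 µM final in the well)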 | 65,000 tested, 0.1% active | AID 368; in the data active = inhibition above about 50%
Target sequence (P30305 whole entry, looked up): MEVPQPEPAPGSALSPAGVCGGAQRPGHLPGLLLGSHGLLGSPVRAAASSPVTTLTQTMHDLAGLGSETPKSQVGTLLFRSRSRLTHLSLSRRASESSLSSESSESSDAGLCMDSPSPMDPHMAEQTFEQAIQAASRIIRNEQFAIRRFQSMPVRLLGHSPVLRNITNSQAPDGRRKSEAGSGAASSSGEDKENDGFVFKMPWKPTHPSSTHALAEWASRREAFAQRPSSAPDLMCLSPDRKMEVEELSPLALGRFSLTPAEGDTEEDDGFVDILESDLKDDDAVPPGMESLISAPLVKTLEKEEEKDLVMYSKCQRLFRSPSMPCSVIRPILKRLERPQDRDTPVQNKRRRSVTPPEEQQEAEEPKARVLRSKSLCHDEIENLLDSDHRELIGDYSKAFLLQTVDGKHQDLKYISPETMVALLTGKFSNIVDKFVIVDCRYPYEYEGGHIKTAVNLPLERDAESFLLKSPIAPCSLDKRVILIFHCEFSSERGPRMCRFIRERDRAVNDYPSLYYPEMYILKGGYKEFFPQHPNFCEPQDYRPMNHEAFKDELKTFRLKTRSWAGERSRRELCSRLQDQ
MKP-1 inh: blocks human MKP-1 phosphatase activity. recombinant MKP-1, OMFP hydrolysis fluorescence. inhibition, %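 (compounds tested at a single concentration somewhere between 10 and 100 µM)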. 65,000 tested, 0.15% active;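 active = inhibition above about 50%, limit read from the data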;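 note: 0% = DMSO max control wells and 100% = wells with enzyme stopped by NaOH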
Target sequence (P28562 whole entry, looked up): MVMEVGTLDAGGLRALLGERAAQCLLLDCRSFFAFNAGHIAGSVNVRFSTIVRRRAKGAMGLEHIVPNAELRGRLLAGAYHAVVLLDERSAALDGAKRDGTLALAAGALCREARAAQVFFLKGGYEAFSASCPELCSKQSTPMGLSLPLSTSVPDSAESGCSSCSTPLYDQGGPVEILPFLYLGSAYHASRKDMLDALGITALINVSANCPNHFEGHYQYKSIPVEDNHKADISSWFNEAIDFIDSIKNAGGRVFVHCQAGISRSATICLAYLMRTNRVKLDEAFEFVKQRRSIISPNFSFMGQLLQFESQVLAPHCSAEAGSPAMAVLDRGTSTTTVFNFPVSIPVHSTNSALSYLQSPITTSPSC
JNK3 inh: JNK3 (human) kinase inhibition; AID 746; P53779; inhibition, % at 8 µM; purified JNK3 kinase activity, HTS; 60,000 tested, 0.61% active; in the data active = inhibition above about 17%;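 note: 0% = DMSO and 100% = reference inhibitor; many of its hits are not listed in these tables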
Hsp90 inh: displaces geldanamycin probe from tumor Hsp90; AID 429; inhibition, % at 30 µM; NCI-N417 lysate Hsp90, Cy3B-geldanamycin FP displacement; 64,000 tested, 0.35% active;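 active = inhibition above 50%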;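 note: 0% = tracer plus lysate wells and 100% = tracer alone without lysate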
Autofluor 339: intrinsic fluorescence of library compounds, ex339/em460 – biochemical, MLSMR library, data from DPM-DC assay, artefact control, profiling panel; 65,000 tested, 5.5% active; compound autofluorescence, ex339/em460 nm, NADH buffer; stronger effect = higher value; 1 = no-compound wells, NADH background; AID 709; fluorescence fold increase at 10 µM;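 active = at 10 µM, mean starting fluorescence two-fold or more over control wells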;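 note: signal is the first read of a kinetic run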
ROCK2 inh: inhibitors of human Rho kinase 2. purified ROCK2, Kinase-Glo ATP depletion luminescence. inhibition, % at 6 µM. O75116. 60,000 tested, 0.35% active;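 active = inhibition above the screen-wide mean inhibition plus 3 SD, cut at about 18% in these data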;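 note: plate controls were DMSO wells for no effect and Y-27632 control wells after no-enzyme background subtraction for full effect; many of its hits are not listed in these tables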
A340 absorber: absorbance at 340 nm. compound absorbance at 340 nm, fold over control. fold change at 10 µM. 65,000 tested, under 10 active. AID 708;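 active = at 10 µM dose, initial 340 nm absorbance at least 2 fold that of control wells; inactive = change under 2 fold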;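 note: initial absorbance extrapolated from kinetic A340 decline of NADH oxidation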
* = called active by the depositor. A portion of the library; count on the stated rates, not on these rows.

`CCC(Sc1nc(=O)cc(N)n1CCc1ccccc1)C(=O)Nc1cc(C)on1` (stereo not drawn) gave HER2 expr 66K 77, PKA kinase inh -10, Cdc25B block -9, MKP-1 inh 9, JNK3 inh -1, Hsp90 inh -3, Autofluor 339 1, ROCK2 inh -3 and A340 absorber 1.
Screening CCOC(=O)c1cnc(SC2CC(=O)N(c3ccc(OC)c(OC)c3)C2=O)nc1N (stereo not drawn) returned PKA kinase inh 13, Cdc25B block -10, MKP-1 inh 4, JNK3 inh 5, Hsp90 inh -6, Autofluor 339 1, ROCK2 inh 13 and A340 absorber 0.99.
`Cc1ccc2cccc(SCC(=O)NCc3ccco3)c2n1` gave HER2 expr 66K 94, PKA kinase inh -2, Cdc25B block -3, MKP-1 inh 24, JNK3 inh -1, Hsp90 inh 5, Autofluor 339 3.9*, ROCK2 inh 9 and A340 absorber 1.1.
For Cc1cc(C)n(CCCNC(=O)c2ccc(S(=O)(=O)NCc3ccco3)cc2)n1 the results were HER2 expr 66K 130, PKA kinase inh -7, Cdc25B block -3, MKP-1 inh 1, JNK3 inh -4, Hsp90 inh 0, Autofluor 339 1, ROCK2 inh -1 and A340 absorber 0.96.
For O=C(CNC(=O)c1ccc(Br)o1)Nc1cccc(-c2cnc3ccccc3n2)c1 the results were HER2 expr 66K 102, PKA kinase inh 8, Cdc25B block 3, MKP-1 inh 29, JNK3 inh 20*, Hsp90 inh -4, Autofluor 339 1.1, ROCK2 inh 9 and A340 absorber 1.1.
Screening O=C(Cc1ccc(-n2cnnn2)cc1)NC12CC3CC(CC(C3)C1)C2 returned HER2 expr 66K 124, PKA kinase inh -6, Cdc25B block -4, MKP-1 inh 15, JNK3 inh -4, Hsp90 inh -2, Autofluor 339 1.1, ROCK2 inh -8 and A340 absorber 1.
`Cc1cc(/C=N/n2cnnc2)c(C)n1-c1ccc(C(=O)O)cc1` gave HER2 expr 66K 88, PKA kinase inh 6, Cdc25B block -2, MKP-1 inh -1, JNK3 inh 0, Hsp90 inh -6, Autofluor 339 1, ROCK2 inh 2 and A340 absorber 1.1.
`O=C(CN1CCOCC1)N(c1ccccc1)c1ccc2ccccc2c1` gave HER2 expr 66K 92, PKA kinase inh 0, Cdc25B block 1, MKP-1 inh 20, JNK3 inh -9, Hsp90 inh -4, Autofluor 339 1.1, ROCK2 inh -6 and A340 absorber 1.
`CC1=CC2=NC(=O)CC(C)(C(=O)N(CC(=O)NC(C)(C)C)C3CCCC3)N2C=C1` (stereo not drawn) gave HER2 expr 66K 99, PKA kinase inh 8, Cdc25B block -2, MKP-1 inh 2, JNK3 inh 1, Hsp90 inh -9, Autofluor 339 3.8*, ROCK2 inh 1 and A340 absorber 1.1.
Screening Cc1nc(NC(=O)CSc2nnnn2Cc2ccccc2)sc1C returned HER2 expr 66K 123, PKA kinase inh -1, Cdc25B block -11, MKP-1 inh 21, JNK3 inh 5, Hsp90 inh -1, Autofluor 339 1.1, ROCK2 inh 3 and A340 absorber 1.
Screening CCCc1nnc(NC(=O)CN2C(=O)c3ccccc3S2(=O)=O)s1 returned HER2 expr 66K 125, PKA kinase inh 6, Cdc25B block -10, MKP-1 inh 3, JNK3 inh -7, Hsp90 inh 3, Autofluor 339 1.1, ROCK2 inh 0 and A340 absorber 1.
For O=C(CC(Nc1ccc(F)cc1)C(=O)O)c1ccccc1 (stereo not drawn) the results were HER2 expr 66K 67, PKA kinase inh 9, Cdc25B block 7, MKP-1 inh 0, JNK3 inh 4, Hsp90 inh 3, Autofluor 339 1.1, ROCK2 inh 6 and A340 absorber 1.1.
Screening CCS(=O)(=O)n1nc(NCc2cccc(OC)c2)nc1NCc1cccc(OC)c1 returned HER2 expr 66K 88, PKA kinase inh 3, Cdc25B block -15, MKP-1 inh 7, JNK3 inh 5, Hsp90 inh -6, Autofluor 339 1.1, ROCK2 inh 5 and A340 absorber 1.
For COc1ccc(N2C(=O)CC(N3CCN(c4nc5ccccc5s4)CC3)C2=O)cc1 (stereo not drawn) the results were HER2 expr 66K 84, PKA kinase inh -1, Cdc25B block -1, MKP-1 inh 25, JNK3 inh 1, Hsp90 inh -6, Autofluor 339 1.1, ROCK2 inh -2 and A340 absorber 1.
For Cc1nnc(SCC(=O)NCc2ccccc2)s1 the results were HER2 expr 66K 82, PKA kinase inh 15, Cdc25B block -25, MKP-1 inh 9, JNK3 inh -2, Hsp90 inh -5, Autofluor 339 1.1, ROCK2 inh 9 and A340 absorber 0.98.
For CCc1c(C)c2nncn2[nH]c1=O the results were HER2 expr 66K 106, PKA kinase inh 8, Cdc25B block 8, MKP-1 inh -5, JNK3 inh 3, Hsp90 inh -9, Autofluor 339 1.1, ROCK2 inh 2 and A340 absorber 1.
`O=C(CCn1[nH]c(=O)c2ccccc2c1=O)NCCO` gave HER2 expr 66K 111, PKA kinase inh 10, Cdc25B block -15, MKP-1 inh 0, JNK3 inh 1, Hsp90 inh -4, Autofluor 339 1.1, ROCK2 inh 6 and A340 absorber 1.
Screening CCOC(=O)Cc1csc(NC(=O)CSc2nnc(Cc3csc(N)n3)n2C)n1 returned HER2 expr 66K 107, PKA kinase inh 7, Cdc25B block -13, MKP-1 inh -4, JNK3 inh 4, Hsp90 inh 2, Autofluor 339 1.1, ROCK2 inh 9 and A340 absorber 1.
Cc1c(CN(C)C)c2c(n1C)C(=O)c1ccc(Br)cc1-2 was read as HER2 expr 66K 71, PKA kinase inh 6, Cdc25B block 4, MKP-1 inh -24, JNK3 inh -16, Hsp90 inh -3, Autofluor 339 1.1, ROCK2 inh 4 and A340 absorber 1.1.
For Cc1cccn2c(=O)c3cc(C(=O)N4CCc5ccccc5C4)n(C)c3nc12 the results were HER2 expr 66K 82, PKA kinase inh 8, Cdc25B block -4, MKP-1 inh 31, JNK3 inh 1, Hsp90 inh -3, Autofluor 339 5*, ROCK2 inh 6 and A340 absorber 1.1.

At a glance, two of the compounds above.
Cc1c(CN(C)C)c2c(n1C)C(=O)c1ccc(Br)cc1-2 was read as HER2 expr 66K 71, PKA kinase inh 6, Cdc25B block 4, MKP-1 inh -24, JNK3 inh -16, Hsp90 inh -3, Autofluor 339 1.1, ROCK2 inh 4 and A340 absorber 1.1.
For Cc1cccn2c(=O)c3cc(C(=O)N4CCc5ccccc5C4)n(C)c3nc12 the results were HER2 expr 66K 82, PKA kinase inh 8, Cdc25B block -4, MKP-1 inh 31, JNK3 inh 1, Hsp90 inh -3, Autofluor 339 5*, ROCK2 inh 6 and A340 absorber 1.1.

(listing goes on)
COc1ccccc1C1CC(=O)NC(C)=C1C(=O)OCC(C)C (stereo not drawn) was read as HER2 expr 66K 85, PKA kinase inh 5, Cdc25B block 4, MKP-1 inh 22, JNK3 inh 10, Hsp90 inh 0, Autofluor 339 1.1, ROCK2 inh 6 and A340 absorber 1.
`N#Cc1cc2ccc(N3CCOCC3)cc2cc1C#N` gave HER2 expr 66K 88, PKA kinase inh 7, Cdc25B block 6, MKP-1 inh -11, JNK3 inh 2, Hsp90 inh -4, Autofluor 339 2.5*, ROCK2 inh 0 and A340 absorber 1.
`CC(C)Sc1nnc(NC(=O)C2CC2)s1` gave HER2 expr 66K 86, PKA kinase inh 10, Cdc25B block 1, MKP-1 inh 3, JNK3 inh 5, Hsp90 inh -1, Autofluor 339 1.1, ROCK2 inh 4 and A340 absorber 1.1.
CCOC(=O)CSc1nnc(CNC(=O)c2ccc(OC)cc2)n1Cc1ccccc1 was read as HER2 expr 66K 109, PKA kinase inh 12, Cdc25B block -8, MKP-1 inh 10, JNK3 inh -6, Hsp90 inh -1, Autofluor 339 1.1, ROCK2 inh 4 and A340 absorber 1.
`CCCC(=O)NCCCc1nc2ccccc2[nH]1` gave HER2 expr 66K 64, PKA kinase inh 2, Cdc25B block -11, MKP-1 inh 9, JNK3 inh -1, Hsp90 inh 1, Autofluor 339 1.1, ROCK2 inh 6 and A340 absorber 1.
For CCn1c2ccccc2c2cc(/C=N/n3cnnc3)ccc21 the results were HER2 expr 66K 81, PKA kinase inh 12, Cdc25B block -1, MKP-1 inh 24, JNK3 inh 0, Hsp90 inh -6, Autofluor 339 5*, ROCK2 inh 7 and A340 absorber 1.1.
For CCOc1cc(C2NC(=O)NC(C)=C2C(=O)OCc2ccccc2)ccc1O (stereo not drawn) the results were HER2 expr 66K 104, PKA kinase inh 0, Cdc25B block 10, MKP-1 inh -5, JNK3 inh 19*, Hsp90 inh -4, Autofluor 339 1.1, ROCK2 inh -2 and A340 absorber 1.
For Cc1nnc2sc(-c3cc4ccccc4o3)nn12 the results were HER2 expr 66K 98, PKA kinase inh -7, Cdc25B block -2, MKP-1 inh -12, JNK3 inh 3, Hsp90 inh -6, Autofluor 339 1.3, ROCK2 inh -5 and A340 absorber 1.1.
`O=C(CSc1nnc(-c2cccs2)o1)OC1CCCCC1` gave HER2 expr 66K 87, PKA kinase inh 0, Cdc25B block 2, MKP-1 inh 18, JNK3 inh -3, Hsp90 inh 0, Autofluor 339 1.1, ROCK2 inh 1 and A340 absorber 1.
O=C(CN1C(=O)CSC1=O)NCc1ccccc1 was read as HER2 expr 66K 85, PKA kinase inh 11, Cdc25B block -8, MKP-1 inh 8, JNK3 inh -4, Hsp90 inh -6, Autofluor 339 1.1, ROCK2 inh 10 and A340 absorber 0.99.
CCOC(=O)c1cnc(-n2cc(C)cn2)nc1NCc1ccc2c(c1)OCO2 was read as HER2 expr 66K 106, PKA kinase inh 0, Cdc25B block 2, MKP-1 inh -1, JNK3 inh 0, Hsp90 inh 4, Autofluor 339 1.1, ROCK2 inh -1 and A340 absorber 1.
For CCOC(=O)c1cnn(-c2ncnc3sc(C)c(C)c23)c1N the results were HER2 expr 66K 81, PKA kinase inh 12, Cdc25B block -4, MKP-1 inh -4, JNK3 inh -4, Hsp90 inh -3, Autofluor 339 1.1, ROCK2 inh 5 and A340 absorber 1.1.
`CC1=CCC(C(=O)O)C(C(=O)O)C1` (stereo not drawn) gave HER2 expr 66K 83, Cdc25B block -2, MKP-1 inh 29, Autofluor 339 1.1 and A340 absorber 1.
Screening COC(=O)c1ccc(Cn2nnc3c(sc4nc(N5CCOCC5)c5c(c43)CCCC5)c2=O)o1 returned HER2 expr 66K 193, PKA kinase inh 1, Cdc25B block -34, MKP-1 inh -9, JNK3 inh -1, Hsp90 inh -1, Autofluor 339 1.1, ROCK2 inh -2 and A340 absorber 1.
C=C(C)Cn1c(=O)c(NC(=O)c2ccccc2)c2n(c1=S)CCC2 was read as HER2 expr 66K 85, PKA kinase inh 9, Cdc25B block -8, MKP-1 inh 6, Hsp90 inh -1, Autofluor 339 1.1 and A340 absorber 1.1.
For O=C(CN1CCN(c2ccc(Cl)cc2)CC1)Nc1cccc(F)c1 the results were HER2 expr 66K 74, PKA kinase inh 9, Cdc25B block -9, MKP-1 inh 8, JNK3 inh -1, Hsp90 inh 1, Autofluor 339 1.1, ROCK2 inh 6 and A340 absorber 0.99.
COc1ccc(-c2nnc(SCc3cc(C)cc(C)c3)o2)cc1 was read as HER2 expr 66K 124, PKA kinase inh 6, Cdc25B block -11, MKP-1 inh 25, JNK3 inh -7, Hsp90 inh 0, Autofluor 339 1.2, ROCK2 inh 4 and A340 absorber 1.
O=C(COC(=O)c1ccc2c(c1)OCCO2)NCCC1=CCCCC1 was read as HER2 expr 66K 81, PKA kinase inh -4, Cdc25B block -5, MKP-1 inh 10, JNK3 inh 0, Hsp90 inh -2, Autofluor 339 1.1, ROCK2 inh 0 and A340 absorber 1.
For CCn1c(SCC(=O)N2CCN(c3ccccc3)CC2)nnc1-c1ccoc1C the results were HER2 expr 66K 90, PKA kinase inh 0, Cdc25B block -5, MKP-1 inh 25, JNK3 inh 0, Hsp90 inh -1, Autofluor 339 1, ROCK2 inh 2 and A340 absorber 0.99.
`NC(=O)C1(N2CCCCC2)CCN(C(=O)Nc2ccccc2C(F)(F)F)CC1` gave HER2 expr 66K 92, PKA kinase inh -2, Cdc25B block -17, MKP-1 inh -11, JNK3 inh 1, Hsp90 inh 2, Autofluor 339 1.1, ROCK2 inh 1 and A340 absorber 0.99.
